GALK inhibitor – qHTS Assay for Inhibitors of Human Galactokinase (GALK) | Purified GALK, Kinase-Glo residual ATP luminescence | Potency, µM (top dose mostly 57.5 µM), without a hit: top-dose activity change, negative = inhibition, actives largely listed as inhibitors | P51570 | 270,000 compounds, 0.007% hits | AID 1868, 2009; also: potency is read from the fitted curve at half-maximal effect; % is scaled to controls: 0 for no effect and ±100 for the full control effect
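Luminescence from leftover ATP (Ultra-Glo luciferase/luciferin) served as read-out after a 1 h room-temperature reaction of 5 nM GALK with 35 uM ATP and 100 uM galactose.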
BCR signal inh – qHTS Assay to Find Inhibitors of Chronic Active B-Cell Receptor Signaling. Potency, µM (series often up to 46.1 µM), without a hit: at the highest dose ratio change, negative = lower green/red ratio, usual class: inhibitors. ABC-DLBCL IkBa-CBG/CBR reporter, luminescence ratio, 4 h. 340,000 compounds, 0.05% hits. AID 493014, 2011; active = well fitted inhibition curve with a large enough effect in the signal ratio, with a control signal flat, not every such curve was filed as active; inconclusive = small, poorly fitted or top-dose-only effect, or effect the other way, or a change in a side signal; the % refers to the signal ratio;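 also: potency is read from the fitted curve at half-maximal effect; plate controls were basal doxycycline-induced cells for no effect and cells given 10 µM MG132 for full effect; MG132 reads +100%, hits lower the ratio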
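Compounds up to 46 uM were incubated four hours with TMD8 cells whose green CBG68 luciferase is fused to IkappaBalpha; red CBR luminescence normalised the signal, and concentration-effect curves were fitted to fusion, red and ratio data.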
TCR activator – Activators of T cell receptors: qHTS campaign; AID 504894, 2011; Potency, µM (highest dose often 9.22 µM), for the others: top-dose activation of IL-2 secretion, usual class: activators; 330,000 tested, under 10 active; primary human leukocytes, anti-CD3, IL-2 HTRF, 48 h; also: % of control where 0% means no effect
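Activity was scored as IL-2 release from primary human leukocytes given only a TCR signal (a-CD3 beads) plus compound for 48 hr. Detection used a two-antibody HTRF format read at 665nm.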
KCNH2 WT inh – qHTS for Inhibitors of KCHN2 3.1: Wildtype qHTS | Voltage-gated inwardly rectifying potassium channel KCNH2 (Homo sapiens), Q12809 | AID 720551, 2013 | activity change, % at 1.84 µM | U2OS, BacMam KCNH2, thallium flux FluxOr; active compounds read low | 340,000 compounds, 0.37% hits;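 active = maximum activity change below -70%; inconclusive = maximum activity change between -70% and -50%; inactive = maximum activity change above -50%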; also: % is scaled to controls: 0 for no effect and ±100 for the full control effect
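U2OS cells were transduced with wild-type KCNH2 virus (2.03 x 10^8 / mL) for 4 h at room temperature, then cultured overnight at 37 C. Thallium flux was read with FluxOr dye. Rate constants were normalized to DMSO controls.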
Tb PFK block – qHTS Assay to Find Inhibitors of T. brucei phosphofructokinase; ATP-dependent 6-phosphofructokinase (Trypanosoma brucei brucei), O15648; 330,000 compounds, 0.17% hits; AID 485367, 2010; Potency, µM (doses to about 57.5 µM), for the others: at the top dose activity, negative = inhibition, actives largely listed as inhibitors; T. brucei PFK, ADP-Glo luminescence;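 also: potency is read from the fitted curve at half-maximal effect; 0% = uninhibited 1x PFK enzyme wells and -100% = no-enzyme wells; nearly all actives have a fitted effect of over 60% in size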
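ADP-Glo luminescence quantified ADP after 45 min at room temperature, with 1.25 nM T. brucei PFK, 0.1 mM ATP and 0.5 mM fructose-6-phosphate in pH 8.0 TEA buffer. qHTS titrations up to 57 µM; curves classified by quality.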
Giardia killer – Small Molecules that selectively kill Giardia lamblia: qHTS; Giardia lamblia trophozoite viability; activity change, % at 7.66 µM, hits read low; 340,000 compounds, 0.15% hits; AID 540267, 2011; in the data active = activity change below about -80%; inconclusive = between about -30% and that limit;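 also: parasites exposed to compound for two days anaerobically before the ATP read; % is scaled to controls: 0 for no effect and ±100 for the full control effect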
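Killing of trophozoites was scored by loss of ATP luminescence after a 48 hrs anaerobic exposure to compounds at 37 deg C, using 100 cells per well.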
MLL CXXC-DNA inh – qHTS Fluorescence Polarization Assay for Inhibitors of MLL CXXC domain - DNA interaction; Histone-lysine N-methyltransferase 2A (Homo sapiens), Q03164; MLL-CXXC / FITC-HOXA9 DNA fluorescence polarization; Potency, µM (series often up to 115 µM), inactives show at the top dose activity change, negative = inhibition, actives largely listed as inhibitors; 290,000 compounds, 0.037% hits; active = well fitted inhibition curve with a large enough effect in the polarisation, with a control signal flat, not every such curve was filed as active; inconclusive = small, poorly fitted or top-dose-only effect, or effect the other way, or a change in a side signal; inactive = no such curve, though single readings can be large or run the other way; the % refers to the polarisation; also: potency is read from the fitted curve at half-maximal effect
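Steps: dispense CXXC domain solution (7 uM) → pin compounds or unlabeled HOX-A9 DNA control → 5 min ambient → add FLSN-HOX-A9 solution (50 nM) → spin → 30 min ambient → fluorescence polarization. Tris pH 7.5/NaCl/DTT/BSA buffer.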
TSHR antagonist – Antagonists of the Thyroid Stimulating Hormone Receptor: HTS campaign; Thyrotropin receptor (Homo sapiens), P16473; TSHR-expressing cells, TSH-stimulated cAMP HTRF, 2 h; active compounds read low; activity change, negative = inhibition, % at 11.5 µM; 330,000 compounds, 0.2% hits; AID 504810, 2011;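 active = activity change below a set negative limit, meaning inhibition stronger than a set level, cut at about -70% in these data; inconclusive = activity change between two set negative limits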; also: % is scaled to controls: 0 for no effect and ±100 for the full control effect
Target sequence (P16473 whole entry, looked up): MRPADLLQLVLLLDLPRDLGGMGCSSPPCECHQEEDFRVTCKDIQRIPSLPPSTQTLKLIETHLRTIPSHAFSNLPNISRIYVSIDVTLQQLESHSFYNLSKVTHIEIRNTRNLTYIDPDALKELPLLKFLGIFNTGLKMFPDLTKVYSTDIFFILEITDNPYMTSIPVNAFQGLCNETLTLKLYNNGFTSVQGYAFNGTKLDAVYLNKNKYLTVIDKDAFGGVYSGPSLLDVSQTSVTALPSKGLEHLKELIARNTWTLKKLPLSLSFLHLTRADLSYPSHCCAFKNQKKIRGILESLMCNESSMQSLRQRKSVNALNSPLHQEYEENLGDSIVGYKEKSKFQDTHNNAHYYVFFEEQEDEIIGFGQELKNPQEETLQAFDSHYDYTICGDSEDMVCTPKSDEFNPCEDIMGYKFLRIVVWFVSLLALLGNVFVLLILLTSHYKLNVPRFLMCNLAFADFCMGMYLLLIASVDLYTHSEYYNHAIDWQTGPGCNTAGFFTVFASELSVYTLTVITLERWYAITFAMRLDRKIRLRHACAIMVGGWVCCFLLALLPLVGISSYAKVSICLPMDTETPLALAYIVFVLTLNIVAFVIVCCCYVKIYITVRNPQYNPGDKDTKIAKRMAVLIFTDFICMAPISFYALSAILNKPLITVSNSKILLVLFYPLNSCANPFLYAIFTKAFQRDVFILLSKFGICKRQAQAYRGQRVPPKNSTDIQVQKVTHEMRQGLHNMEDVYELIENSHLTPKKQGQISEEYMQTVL
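Antagonism was scored as loss of TSH-driven cAMP in TSHR cells, stimulated with 4nM TSH (EC80) for 2 hours at 37 deg C and detected by homogeneous HTRF competition immunoassay.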
AT treatment – qHTS Assay for Identifying a Potential Treatment of Ataxia-Telangiectasia | […] A-T fibroblasts, KAP-1 phosphorylation AlphaLISA; neocarzinostatin DNA damage 30 min before lysis | Potency, µM (titrated, usually from 57.5 µM), for the others: top-dose activation, most hits filed as activators | 320,000 compounds, 0.19% hits; also: potency is read from the fitted curve at half-maximal effect; % of control where 0% means no effect; nearly all actives have a fitted effect of over 45% in size
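ATM-like activity read as KAP-1 phosphorylation via AlphaLISA donor/acceptor antibody pairs after lysis and 6 hr at 25C. Cells were ATM-null patient fibroblasts ([…], hTERT), dosed 60 min, then exposed to the DSB inducer NCS for 30 min.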
Coupling enz – qHTS Assay for Inhibitors of Fructose-1,6-bisphosphate Aldolase from Giardia Lamblia: Coupling assay counterscreen. AID 2472, 2010. 290,000 compounds, 0.67% hits. coupling enzyme system counterscreen, AmpLite Red fluorescence. activity change, negative = inhibition, % at 58.2 µM, hits read low; in the data active = activity change below about -30%; also: % is scaled to controls: 0 for no effect and ±100 for the full control effect
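Activity here indicates interference with the coupling reaction, not aldolase inhibition. Compounds at 57.5 uM final met coupling enzymes for 10 min at RT; substrate and AmpLite Red detection followed, with a 525/598 nm fluorescence read after 20 min.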
Numbers without * were called inactive; ? = inconclusive; nt = not tested or not shown; [ ] = another dose, or the depositor's remark. Unless noted, calls follow the shape of the dose curve; as a rule, active = well fitted curve in the direction sought with a large enough effect; inconclusive = small, poorly fitted or top-dose-only effect, or another doubt; inactive = no such curve, though single readings can be large; an effect the other way counts as inactive or inconclusive.

Values in the order: GALK inhibitor, BCR signal inh, TCR activator, KCNH2 WT inh, Tb PFK block, Giardia killer, MLL CXXC-DNA inh, TSHR antagonist, AT treatment, Coupling enz
> COc1cccc(CNC(=O)c2ccccc2NC(=O)C2=C(C)OCCS2)c1OC
→ 7%, 0%, 1%, 4, 0%, 21, 12%, 10, 4%, 0
> O=C(NC1CCN(c2ncccn2)CC1)c1ccccc1Cl
→ nt, 0%, -11%, -1, 1%, 17, -11%, -5, 17%, 2
> COC(=O)CNC(=O)c1cn(-c2ccc(C)c(C)c2)c(=O)c2ccccc12
→ -1%, 1%, 4%, -7, -1%, -18, 16%, -7, 28%, -1
> CS(=O)(=O)NCCSCc1ccco1
→ 2%, 2%, -36%, -16, ?, -2, -1%, -13, 0%, -2
> COc1ccccc1N1CCN(C(=O)C2CCN(S(=O)(=O)c3ccc(F)cc3)CC2)CC1
→ 4%, 0%, 2%, 19, -1%, 1, -2%, 1, 9%, -1
> CCCCC(=O)NCc1ccc2c(c1)cc(C)n2C
→ 4%, 14%, -2%, -4, -1%, -15, -10%, 3, 2%, -9
> CCn1c(SCC(=O)NCc2ccccc2)nnc1-c1cccnc1
→ -3%, -4%, 2%, -31, 0%, 4, -4%, -10, 1%, -3
> CN1CCN(S(=O)(=O)c2ccc(Cl)c3ccccc23)CC1
→ -8%, 1%, 2%, -3, 5%, -1, 0%, 4, -10%, nt
> CSc1ccc(CN(C)CC(=O)Nc2ccc(C)cc2Br)cc1
→ -5%, 0%, 3%[46.1 µM], -148*, 0%, 12, -2%, -13, 14%, -1
> CCOc1ccc(NS(=O)(=O)c2cc(C(=O)N3CCN(c4ccccc4O)CC3)ccc2Cl)cc1
→ nt, -1%, 2%, 0, -1%, -15, nt, -12, 4%, nt
> Cc1c(Cl)c([N+](=O)[O-])nn1CC(=O)NC(C)C1CC2CCC1C2 (stereo not drawn)
→ -2%, 12%, -1%, 2, 1%, 4, -2%, -13, 3%, 0
> COc1ccc(NC(=O)OC(C)C)cc1
→ nt, 2%, -8%, -7, -7%, -1, -1%, 9, -3%, 5
> COc1ccc(C(=O)C2CCCN(C(=O)c3csc(C(C)=O)c3)C2)c(C)c1 (stereo not drawn)
→ 2%, 6%, 2%, -6, -3%, 9, 20%, 5, 2%, nt
> CC(=O)Nc1ccc(S(=O)(=O)Oc2ccc(C(=S)N3CCCCC3)cc2)cc1
→ 1%, -11%, -3%[46.1 µM], 4, -1%, -1, 3%, -14, -2%, 2
> Cc1cc(C)c(C#N)c(N2CCN(c3ccccc3)CC2)n1
→ 9%, -2%, 0%, 2, -1%, 13, -2%, -7, 1%, 6
> O=C(c1ccc(S(=O)(=O)N2CCCCCC2)cc1)N1CCN(c2ccccn2)CC1
→ -5%, -7%, -11%, 41, 1%, 2, -5%, 1, 1%, -4
> O=C(CN1CCCCC1)N1CCN(c2ccccc2)CC1
→ 1%, 0%, -3%, -4, 0%, 5, 6%, 2, 0%, -4
> COc1ccccc1CCC(=O)OCc1csc(CC(=O)Nc2ccccc2C)n1
→ 7%, ?, -8%, 14, -3%, -3, 8%, 43, 7%, -1
> Cc1c(Cc2ccccc2)c(=O)oc2cc(OCC(=O)NC(Cc3ccc(Cl)cc3)C(=O)O)ccc12 (stereo not drawn)
→ nt, -30%, -7%, -3, -4%, -2, -5%, 4, 1%, 11
> c1ccc(CN2CCC(Nc3ncnc4sccc34)CC2)cc1
→ 0%, -2%, -2%, -5, -3%, -13, 6%, -13, 0%, 0

4 of the entries above in order of the GALK inhibitor value, high to low:
smiles	GALK inhibitor	TCR activator	Tb PFK block	MLL CXXC-DNA inh	TSHR antagonist
COc1cccc(CNC(=O)c2ccccc2NC(=O)C2=C(C)OCCS2)c1OC	7%	1%	0%	12%	10
COc1ccc(C(=O)C2CCCN(C(=O)c3csc(C(C)=O)c3)C2)c(C)c1 (stereo not drawn)	2%	2%	-3%	20%	5
O=C(CN1CCCCC1)N1CCN(c2ccccc2)CC1	1%	-3%	0%	6%	2
CSc1ccc(CN(C)CC(=O)Nc2ccc(C)cc2Br)cc1	-5%	3%[46.1 µM]	0%	-2%	-13

Later entries.
Values in the order: GALK inhibitor, BCR signal inh, TCR activator, KCNH2 WT inh, Tb PFK block, Giardia killer, MLL CXXC-DNA inh, TSHR antagonist, AT treatment, Coupling enz
> Cn1cccc1C(=O)NC(=O)COC(=O)C12CC3CC(CC(O)(C3)C1)C2
→ 2%, 13%, 1%, -21, -1%, 1, -3%, -1, -1%, -4
> O=C(Cn1c2c(sc1=O)C1c3ccccc3OCC1CS2)Nc1ccc(Cl)c(Cl)c1 (stereo not drawn)
→ -2%, 8%, -5%[46.1 µM], -5, -3%, 0, 3%, -4, 1%, 0
> CN(CC(=O)O)S(=O)(=O)c1ccc2c(c1)n(C)c(=O)c(=O)n2C
→ 0%, 9%, -1%, -5, -4%, -2, -8%, 26, 4%, 5
> O=C(OC(C(=O)NCc1cccs1)c1ccccn1)c1cccs1 (stereo not drawn)
→ 1%, 0%, 4%, -19, -9%, -28, 2%, 4, nt, 3
> O=C(CSc1nnc(-c2ccco2)n1Cc1ccco1)NCc1ccccc1
→ 1%, 2%, -3%, -2, -1%, 12, -2%, 2, -2%, 2
> COc1ccc(N2C(=O)/C(=C\c3ccco3)N=C2SCC(N)=O)cc1Cl
→ -1%, -18%, 5%, -3, 0%, -26, 10%, 1, -15%, -1
> CCc1ccc(N(CC(=O)Nc2ccc(NC(C)=O)cc2)S(=O)(=O)c2ccccc2)cc1
→ nt, 3%, -2%[46.1 µM], -1, -10%, -1, -3%, 8, -3%, -3
> CC(C)n1c(CN(C)Cc2ccccc2)nc2c1c(=O)n(C)c(=O)n2C
→ 6%, -5%, -1%, 2, -6%, 11, ?, -31, ?, 3
> FC(F)(F)c1cc(-c2ccco2)nc(N2CCOCC2)n1
→ -2%, nt, -5%, -9, nt, 11, ?, nt, nt, 0
> COC(=O)c1cn(S(=O)(=O)c2ccccc2)c2ccccc12
→ 1%, 0%, 1%, 2, 0%, -10, 18%, -16, 0%, 0
> Cc1ccc(C)c(NC(=S)NCCSc2ccc(Cl)cc2)c1
→ -4%, ?, 2%[46.1 µM], -7, 1%, -4, 3%, -11, 10%, -2
> COc1ccc(NC(=O)CSc2nc3ccsc3c(=O)n2CCCCCC(=O)O)cc1
→ 0%, 4%, -2%, -7, -2%, 23, 4%, 3, 6%, 12
> COC(=O)c1ccc(C)c(NC(=O)CCNC(=O)c2ccc([N+](=O)[O-])cc2)c1
→ 0%, ?, -5%[46.1 µM], 6, 10%, -2, 1%, 2, -8%, 11
> O=C(CCc1ccccc1)N=C1SC2CS(=O)(=O)CC2N1c1ccccc1F (stereo not drawn)
→ 6%, ?, 1%, 2, 0%, -5, -7%, 3, 4%, nt
> Cc1cccc(NS(=O)(=O)c2ccc(C)c(C(=O)NCCCN3CCOCC3)c2)c1
→ nt, 1%, 3%, -4, -2%, 12, nt, 2, 1%, nt
> Cc1cccc(OCCC(=O)NCC(=O)Nc2c(C)cccc2C)c1
→ 0%, 3%, -3%[46.1 µM], 21, -5%, -26, 4%, -4, -1%, -15
> COc1ccc(CCC(C)NC2CCCCCCC2)cc1 (stereo not drawn)
→ 4%, 0%, nt, -1, -1%, -9, 19%, -9, -6%, 2
> O=C(O)CCc1nnc(SCC(=O)Nc2cccc(C(F)(F)F)c2)[nH]c1=O
→ 4%, -1%, -1%, -9, 1%, -19, 9%, 2, -2%, 13
> O=C(O)/C=C/c1cn(-c2ccccc2)nc1-c1cccc([N+](=O)[O-])c1
→ -8%, 0%, -7%, -8, 3%, 19, -15%, -23, 3%, -2
> O=C1c2ccccc2NC(c2ccc(-c3cccs3)o2)N1O (stereo not drawn)
→ nt, ?, -3%, nt, 9%, -7, nt, -3, 7%, nt
> CCS(CC)=NS(=O)(=O)c1ccc(NC(C)=O)cc1
→ 0%, 9%, -4%, 1, 0%, -19, -2%, 5, -11%, 5

High-throughput results: PubChem, National Center for Advancing Translational Sciences (NCATS)

No enrichment for hits. Share with any hit: about 1.6%.
